Compound activity deposited in PubChem BioAssay by The Scripps Research Institute Molecular Screening Center.
TbREL1 inh: TbREL1 inhibition, primary screen. TbREL1 RNA ligation, FRET fluorescence. inhibition, % at 9.66 µM. 0.49% of 89,000 active. AID 1117264;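 active = inhibition above the mean inhibition across all screened compounds plus 3 SD, cut at about 11% in these data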;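 note: 0% = plate median of test wells and 100% = NSC42067 control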
Target sequence (P86926 whole entry, looked up): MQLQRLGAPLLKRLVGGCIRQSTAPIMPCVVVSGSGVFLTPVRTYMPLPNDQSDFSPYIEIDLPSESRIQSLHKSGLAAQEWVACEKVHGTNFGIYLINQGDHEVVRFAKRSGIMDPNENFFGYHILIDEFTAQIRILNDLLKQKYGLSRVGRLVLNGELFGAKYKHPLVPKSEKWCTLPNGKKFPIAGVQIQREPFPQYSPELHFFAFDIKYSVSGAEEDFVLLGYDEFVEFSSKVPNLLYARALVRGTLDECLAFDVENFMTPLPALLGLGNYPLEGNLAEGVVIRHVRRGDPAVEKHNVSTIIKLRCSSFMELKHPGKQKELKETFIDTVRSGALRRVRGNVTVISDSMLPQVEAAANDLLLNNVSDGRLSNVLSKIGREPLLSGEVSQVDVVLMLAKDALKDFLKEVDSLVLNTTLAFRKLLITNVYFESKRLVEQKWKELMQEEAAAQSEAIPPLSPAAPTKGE
* hit, by the source's call. An excerpt; count on the stated rates, not on these rows.

TbREL1 inh,structure
1.5,COc1ccc(C(=O)COC(=O)c2cc(C)no2)c(OC)c1
1.9,COc1ccc(/C=N/NC(=O)c2ccoc2C)cc1COc1ccc(Cl)cc1
2.3,O=C(COC(=O)CN1C(=O)c2ccccc2C1=O)Nc1ccccc1C(F)(F)F
4.5,CN(C)/C=C/C(=O)c1cnc(-c2cccc(Cl)c2)s1
5.8,Cc1ccc(C(=O)Nc2ccncc2)cc1S(=O)(=O)N1CCOCC1
-0.3,COc1cc(CN2CC(=O)N(c3ccc(C)c(C)c3)C2=S)cc(OC)c1OC
-2.4,COC(=O)c1cc(OC)c(OC)cc1NC(=O)c1c(-c2ccccc2Cl)noc1C
2.0,O=C(NCCNC(=O)c1cc(Cl)ccc1Cl)c1ccco1
-3.0,CCC(=O)Nc1ccc(N2CCN(S(C)(=O)=O)CC2)cc1
1.1,COc1ccc(NC(=O)CSc2cc(C)ccc2C)cn1
-0.8,CCN(CC)S(=O)(=O)c1ccc2c(c1)nc(SCC(N)=O)n2-c1ccc(OC)cc1
-0.9,COc1cc(CCC(=O)N2CCN(S(=O)(=O)c3ccc(C)cc3)CC2)cc(OC)c1OC

Other records
TbREL1 inh,structure
4.3,O=C(COc1ccccc1)N(Cc1ccccc1)c1nc(-c2ccccc2)cs1
0.8,C[C@@]12C(C[C@H](O)[C@@]34C[C@@H](CCC13)[C@@H](CO)C4=O)[C@](C)(C(=O)O)CC[C@@H]2O (stereo partly specified)
4.0,CCOC(=O)c1c(C)[nH]c(C(=O)OCC(=O)N2CC(C)OC(C)C2)c1C (stereo unspecified)
-2.1,O=C(COc1ccc2ccccc2c1CN1CCOCC1)N1CCc2ccccc21
-1.8,COc1ccc(N(CC(=O)NCC2CCCO2)C(=O)CCC(=O)Nc2cc(C)on2)cc1OC (stereo unspecified)
-2.6,COc1ccc2c(c1)CCCN2C(=O)C1CCCN(S(=O)(=O)c2cccc3ccccc23)C1 (stereo unspecified)
-1.6,COc1cc(NC(=O)CN2CCN(c3ccccn3)CC2)cc(OC)c1OC
-6.6,O=C(CNC(=O)c1ccccc1)OCc1cccc(Br)c1
0.7,COc1ccc(Cl)c(Cn2c(NCCCN(C)C)nc3c2c(=O)n(C)c(=O)n3C)c1
2.4,COC(=O)c1ccc2nc(-c3ccccc3)c(Cc3ccc(C)cc3)n2c1
-3.5,N#C/C(=C\c1c(N2CCC(C(N)=O)CC2)nc2ccccn2c1=O)S(=O)(=O)c1ccc(Cl)cc1
0.5,CCOC(=O)CCSc1cc(C)c2ccccc2n1

More results:
TbREL1 inh,structure
1.5,O=S(=O)(N/N=C1/CC(c2ccccc2)Oc2ccccc21)c1ccc(Br)cc1 (stereo unspecified)
0.0,CCc1c(C)c(C#N)c2nc3ccccc3n2c1-n1nc(C)cc1C
3.8,CCCn1cnc2sc(C(N)=O)c(C)c2c1=O
-3.5,Cc1cc(C)n(-c2cc(N3CCN(S(=O)(=O)c4ccc(Br)cc4)CC3)ccc2[N+](=O)[O-])n1
-3.9,Cc1cccc2nc(CSc3nc4[nH]ncc4c(=O)n3-c3cccc(Cl)c3)cc(=O)n12
-3.7,CC(=O)Nc1ccc(S(=O)(=O)NCCSc2ccccn2)cc1
-0.8,CN1C[C@@H]2C(c3ccc(C(F)(F)F)cc3)C3(c4ccc(C#N)cc4)CC2(C3)[C@H]1c1ccccc1 (stereo partly specified)
-3.1,Cc1cccc(-c2cccc(NC(=O)C3CCCN(Cc4cccnc4)C3)c2)c1 (stereo unspecified)
1.0,CN(C)S(=O)(=O)Oc1ccsc1C(=O)Nc1ccc(Cl)c(Cl)c1
-2.4,N#Cc1cccc(CNCC(=O)N2CCC3(CC2)OCCO3)c1
0.2,COc1ccc(CCNC(=O)c2nonc2N)cc1OC
-1.2,CCOC(=O)C1CCN(S(=O)(=O)c2c(C(=O)N3CCCCC3)c(C)n(C)c2C)CC1

(continued)
TbREL1 inh,structure
2.8,COc1ccc(C(=O)C2CCN(CC(=O)Nc3ccccc3F)CC2)cc1
-1.6,CCN(CC)S(=O)(=O)c1cccc(C(=O)N/N=C/c2ccc([N+](=O)[O-])o2)c1
0.1,CSc1ccccc1OCc1cc(C(=O)N2CCC(c3ccncc3)CC2)no1
4.2,C[C@H](CO)N1C[C@H](C)[C@H](CN(C)Cc2ccc(Oc3ccccc3)cc2)Oc2cc(Br)ccc2S1(=O)=O
-1.5,C=CCNC(=O)CSc1nnc(-c2ccccn2)n1Cc1ccccc1
-2.0,CCC(Sc1ncccc1C(=O)OC(C)C)C(=O)N1CCOCC1 (stereo unspecified)
-9.5,COc1ccccc1OC(C)C(=O)N1CCN(Cc2ccc3c(c2)OCO3)CC1 (stereo unspecified)
0.9,O=C(NC(=S)NCCO)c1sc2ccccc2c1Cl
-0.3,CC(C)c1ccc(CN2C(=O)NC3(CCCCCC3)C2=O)cc1
-0.5,CC(C)[C@H](NC(=O)OCc1ccccc1)C(=O)OCC(=O)NCCc1ccccc1
6.8,Cc1ccc(N2C(=O)CC(Sc3ncn[nH]3)C2=O)cc1C (stereo unspecified)
5.1,O=C(Nc1nnc(SCc2ccc(F)cc2)s1)C1CC(=O)N(c2ccc3c(c2)OCCO3)C1 (stereo unspecified)

In a second layout: results already given
| Compound | TbREL1 inh |
| --- | --- |
| CSc1ccccc1OCc1cc(C(=O)N2CCC(c3ccncc3)CC2)no1 | 0.1 |
| C[C@H](CO)N1C[C@H](C)[C@H](CN(C)Cc2ccc(Oc3ccccc3)cc2)Oc2cc(Br)ccc2S1(=O)=O | 4.2 |
| C=CCNC(=O)CSc1nnc(-c2ccccn2)n1Cc1ccccc1 | -1.5 |
| CCC(Sc1ncccc1C(=O)OC(C)C)C(=O)N1CCOCC1 (stereo unspecified) | -2.0 |
| COc1ccccc1OC(C)C(=O)N1CCN(Cc2ccc3c(c2)OCO3)CC1 (stereo unspecified) | -9.5 |
| O=C(NC(=S)NCCO)c1sc2ccccc2c1Cl | 0.9 |
| CC(C)c1ccc(CN2C(=O)NC3(CCCCCC3)C2=O)cc1 | -0.3 |

Continued:
TbREL1 inh,structure
-0.7,O=C(Nc1nnc(-c2cccs2)o1)C1CC1
-2.8,COc1ccc(N2CCN(C(=O)COC(=O)c3oc4ccccc4c3C)CC2)cc1
7.7,Cc1ccc(CNC(=O)CSc2nc(C)cs2)cc1
-0.4,COc1ccc(NC(=O)COC(=O)CO/N=C(\C)c2ccc3c(c2)OCO3)cc1S(N)(=O)=O
2.2,COc1ccc(-c2cc(NC=O)c3ncc(-c4cccc(OC)c4)n3c2)cc1
-3.1,CCOc1ccc2nc(NC(=O)CSc3nc(-c4ccccc4)c(C#N)c(=O)[nH]3)sc2c1
-0.7,Cc1scc(C(=O)N/N=C/c2ccc(OC(C)C)cc2)c1C
3.9,O=C(CCS(=O)(=O)c1cccc2nsnc12)NC1CCCCCC1
6.5,COC(=O)c1c(-c2ccc(SC)cc2)sc2ccccc12
-2.0,O=C(CSc1ccc2nnc(-c3ccccn3)n2n1)NCc1ccc2c(c1)OCO2
-1.6,O=C(/C=C/c1cn(-c2ccccc2)nc1-c1cccc(Cl)c1)N1CCN(c2ccccn2)CC1
-0.2,CCOc1ccc(CCNC(=O)c2ccc3[nH]ccc3c2)cc1OCC

Continuation.
TbREL1 inh,structure
0.2,O=C(NCc1cccnc1)C1COc2ccccc2O1 (stereo unspecified)
5.5,CC(=O)c1c(C)[nH]c(C(=O)OCC(=O)Nc2sc3c(c2C#N)CCC(C)C3)c1C (stereo unspecified)
-1.6,O=C(NCCCNC(=O)c1ccco1)c1ccc(Cl)c(Cl)c1
4.9,Cc1cc(N2CCOCC2)ccc1/C=C1\NC(=O)N(Cc2ccccc2F)C1=O
-1.8,COc1cc(/C=N/NC(=O)c2cccc(NC(=O)c3ccccc3)c2)ccc1O
3.5,Clc1ccccc1-c1ccc2ncnc(NCc3cccs3)c2c1
-3.2,COc1cccc(OCCSc2nc(C)c(Cc3ccccc3)c(=O)[nH]2)c1
2.1,CC(C)CN(C(=O)C1CCCO1)C1CCS(=O)(=O)C1 (stereo unspecified)
4.8,O=C(CN1c2ccccc2S(=O)(=O)c2ccccc21)Nc1ccccc1F
-3.9,C[C@H]1[C@H](N(Cc2cccs2)Cc2cccs2)CC[C@@]23CCCN2C(=O)CCC[C@@H]13
0.3,Cc1cc(O)c(-c2ccno2)cc1Cl
-1.1,O=C(COC(=O)c1cc([N+](=O)[O-])ccc1N1CCOCC1)c1ccccc1Cl

(list continues)
TbREL1 inh,structure
-2.2,Cn1c(SCC(=O)C(C)(C)C)nnc1-c1ccccn1
-2.4,Cc1ccc(NC(=O)C2CC(=O)N/C(=N/N=C/c3ccco3)S2)cc1 (stereo unspecified)
-1.5,COc1ccccc1C(=O)Nc1ccnn1C1CCN(Cc2ccccc2OCCO)CC1
-1.5,N#CC1(NC(=O)CSc2nnc(-c3ccccc3F)n2N)CCCCC1
-3.2,COc1cc(CN2CCC(CO)(CCOc3ccccc3)CC2)cc(OC)c1
4.4,COc1ccc(CN2CCC(CNC(=O)NC3CCCC3)CC2)cc1
2.8,Nc1nc(F)cc(NCc2ccccc2)n1
6.1,CC(C)c1nnc(NC(=O)C2CCN(C(=O)c3ccco3)CC2)s1
3.0,CCOC(=O)CN(C(=O)CSc1nnc(-c2ccc(OC)c(OC)c2)o1)c1ccccc1
-2.5,CC(=O)Oc1ccc(-n2c(=O)c3ccccc3c3ccccc3c2=O)cc1
1.2,CC1CCCCN1C(=O)CN1C(=O)NC2(CCCCC2C)C1=O (stereo unspecified)
-1.5,Cc1nn(Cc2noc(C(=O)NCCc3ccccn3)n2)c(C)c1Br

The list continues:
TbREL1 inh,structure
5.9,NC(=O)C1CCN(C(=O)c2cnn(-c3ccccc3)c2NC(=O)c2ccco2)CC1
-2.9,CC1CCN(C(=O)COC(=O)c2cccc(NS(=O)(=O)c3ccccc3)c2)CC1
3.2,O=C(C1CCCCC1)N1CCCC(c2nc(-c3ccc(F)cc3)no2)C1 (stereo unspecified)
-0.8,CC(=O)c1c(O)cc(C)n(Nc2nc(C)cc(C)n2)c1=O
0.5,COC(=O)c1cn(Cc2ccccc2C)nn1
2.5,CCOc1cc(CN2CCSCC2)ccc1O
0.8,Cc1ccc(-c2nc(CSCC(=O)NCCCN3CCOCC3)c(C)o2)cc1
4.7,Cc1ccc(C)c(C(=O)COC(=O)CN2C(=O)C3C4CCC(C4)C3C2=O)c1 (stereo unspecified)
-0.2,Cc1nc2ccccc2c2oc(C(=O)NCC3COc4ccccc4O3)cc12 (stereo unspecified)
-2.4,C[C@H](CO)N1C[C@H](C)[C@@H](CN(C)Cc2ccncc2)Oc2ncc(Br)cc2C1=O
-2.5,CN1C(c2ccccc2)CC2CN(c3ccccc3)C(=O)C21 (stereo unspecified)
0.3,CCCCCc1nnc(NC(=O)CS(=O)(=O)Cc2ccccc2)s1

Arranged by value in TbREL1 inh (rising): some entries from above
TbREL1 inh,structure
-2.0,CCC(Sc1ncccc1C(=O)OC(C)C)C(=O)N1CCOCC1 (stereo unspecified)
-1.5,N#CC1(NC(=O)CSc2nnc(-c3ccccc3F)n2N)CCCCC1
2.5,CCOc1cc(CN2CCSCC2)ccc1O
3.9,O=C(CCS(=O)(=O)c1cccc2nsnc12)NC1CCCCCC1
4.5,CN(C)/C=C/C(=O)c1cnc(-c2cccc(Cl)c2)s1

(list continues)
TbREL1 inh,structure
-2.8,O=C(CN1CCN(CC(=O)Nc2cccc(F)c2)CC1)Nc1ccc(-c2ccccc2)cc1
2.7,O=C(NS(=O)(=O)c1ccccc1)c1cccc(Br)c1
3.5,O=C(Cc1c(F)cccc1Cl)OCN1C(=O)c2ccccc2C1=O
2.3,O=C(Nc1cccc([N+](=O)[O-])c1)c1ccc(-c2ccccc2)cc1
0.9,C[C@H]1CN([C@@H](C)CO)C(=O)c2cccc(NC(=O)C3CC3)c2O[C@H]1CN(C)Cc1ccncc1
10.3,CCOc1cc(CNCCc2ccc(S(N)(=O)=O)cc2)ccc1OCC(=O)NC1CCCCC1
2.1,O=C(NCCCN1CCCC1=O)c1ccccc1NS(=O)(=O)c1ccc(F)cc1
-0.7,CN(CC(=O)Nc1ccc(F)c(F)c1F)C(=O)C1=NN(c2ccccc2)C(=O)CC1
2.0,Cc1cc(C)n2nc(SC(C)C(=O)N3CCCC3)nc2n1 (stereo unspecified)
-3.0,COc1cc(/C=C2\SC(=S)N(CCC(=O)Nc3cccc(O)c3)C2=O)cc(OC)c1OC
4.6,O=C(c1cc(N2C(=O)C3C4CCC(C4)C3C2=O)ccc1Cl)N1CCN(c2ccccc2F)CC1 (stereo unspecified)
7.3,COc1ccc(S(=O)(=O)N2CCCCC2)cc1NC(=O)CCOc1cc(C)ccc1C

Copied from the list:
COc1ccc(S(=O)(=O)N2CCCCC2)cc1NC(=O)CCOc1cc(C)ccc1C in TbREL1 inh = 7.3
O=C(CN1CCN(CC(=O)Nc2cccc(F)c2)CC1)Nc1ccc(-c2ccccc2)cc1 in TbREL1 inh = -2.8

(further entries)
TbREL1 inh,structure
-1.4,CCOc1ccc(NS(=O)(=O)c2ccc3[nH]cc(C(=O)N(CC)CC)c(=O)c3c2)cc1
-0.1,COCCNC(=O)c1ccccc1NC(=O)c1ccccc1N(C)S(=O)(=O)c1ccccc1
-1.1,CC(NC(=O)C1CCN(C(=O)Nc2ccccc2)CC1)c1ccccc1Cl (stereo unspecified)
0.5,COc1ccc2[nH]c(C)cc(=O)c2c1
-2.7,COc1ccc(CCNS(=O)(=O)c2cccc(C)c2)cc1OC
-1.1,CCOC(=O)c1c(NC(=O)C2CCCN(S(=O)(=O)c3ccccc3)C2)sc2c1CCCC2 (stereo unspecified)
-1.6,CCOc1ccccc1NC(=O)CSC1=C(C#N)C(c2ccco2)C(C(=O)Nc2nc3ccccc3s2)=C(C)N1 (stereo unspecified)
1.9,COc1ccc(-n2nnc3c(SCC(=O)OCc4ccccc4)ncnc32)cc1
2.9,C=CCN(CC=C)C(=O)c1ccccc1NC(=O)c1ccccc1C
1.4,COc1cccc(CC(=O)OC(C)C(=O)Nc2ccc(Cl)cn2)c1 (stereo unspecified)
0.9,CC1(C(=O)NS(=O)(=O)c2ccc3ccccc3c2)CCN1C(=O)Cc1ccc(-c2ccccc2)cc1 (stereo unspecified)
-3.5,CC(C)(CO)NC(=S)NCc1ccco1
0.5,Nn1c(SCC(=O)Nc2cccc3ccccc23)nnc1-c1n[nH]c2c1CCC2
8.4,COc1ccc(C(=O)NC2CCN(C(=S)Nc3ccccc3)CC2)cc1
4.0,O=c1[nH]c(/C=C\c2cccs2)nc(O)c1[N+](=O)[O-]
